# CHO-K1 Ca PAM – M1 PAM counterscreen hit in parental CHO-K1 cells | hit rate 0.02% among 360,000 | activation, % at 3 µM | ATP EC20, Fluo-8 calcium fluorescence; 0% at ATP EC20, 100% at ATP max;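 active means activation above the run cutoff, the mean activation of all test compounds plus 3 SD, cut at about 40% in these data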;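 further: peak over basal fluorescence ratio in a 140 s read after ATP addition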
# CHRM1 agonist – agonists of human M1 muscarinic receptor; P11229; CHO-K1 hM1, Fluo-8 calcium fluorescence, agonist mode; 0% DMSO, 100% acetylcholine EC100; activation, % at 3 µM; hit rate 0.33% among 360,000;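 active means activation above the run's mean compound activation plus 3 SD, cut at about 16% in these data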;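 further: peak over basal fluorescence ratio within a 140 s kinetic read after compound addition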
# CHO-K1 Ca antag – M1 antagonist counterscreen hit in parental CHO-K1 cells. inhibition, % at 3 µM. ATP-induced calcium, Fluo-8 fluorescence. hit rate 0.6% among 360,000;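 active means inhibition above a per-plate cutoff, the plate's mean sample inhibition plus 3 SD, cut at about 24% in these data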;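 further: 0% = DMSO plus EC80 ATP and 100% = DMSO alone without ATP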
# CHRM1 antagonist – human CHRM1 antagonism; hit rate 1.3% among 360,000; P11229; CHO-K1 hM1, Fluo-8 calcium fluorescence, ACh EC80 antagonist; AID 588852; inhibition, % at 3 µM;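 active means percent inhibition above its own plate's cutoff, namely the mean of that plate's compound wells plus 3 SD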;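 further: peak over basal fluorescence ratio during 140 s after agonist addition; 0% = ACh EC80 plus DMSO and 100% = DMSO alone without agonist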
# OXTR potentiator – human OXTR potentiation. CHO-OTR cells, Fluo-8 calcium fluorescence, potentiator mode; 0% = oxytocin EC15, 100% = EC100. AID 2445. hit rate 0.061% among 320,000. activation, % at 3 µM;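 active means activation above that plate's cutoff, the mean activation of tested compounds plus 3 SD, cut at about 6.6% in these data, passing the limit was not always enough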;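 further: 100% uses oxytocin at 75 nM as the full agonist control; some results filed as inactive read as strong as hits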
# Target sequence (P30559 whole entry, looked up): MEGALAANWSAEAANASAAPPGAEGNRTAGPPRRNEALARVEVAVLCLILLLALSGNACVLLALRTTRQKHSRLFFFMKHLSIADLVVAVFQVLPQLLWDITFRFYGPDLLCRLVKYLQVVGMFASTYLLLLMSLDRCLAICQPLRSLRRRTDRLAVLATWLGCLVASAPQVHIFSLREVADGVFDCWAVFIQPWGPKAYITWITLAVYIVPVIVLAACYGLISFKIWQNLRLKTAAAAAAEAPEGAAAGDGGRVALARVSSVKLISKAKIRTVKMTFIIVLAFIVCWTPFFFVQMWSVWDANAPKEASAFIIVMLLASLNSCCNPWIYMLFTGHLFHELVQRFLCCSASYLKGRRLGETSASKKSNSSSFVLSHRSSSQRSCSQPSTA
#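 Assay system: CHO cell line stably expressing human OTR | Also added: Oxytocin at about EC15, sub-maximal agonist stimulus | Times: Compound 6 min at room temperature before oxytocin, 100 s read | Measured by: Fluo-8 intracellular calcium fluorescence, ex 470-495, em 515-575 nm | Controls: EC15 oxytocin alone as 0%, 75 nM oxytocin as 100%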
# TAAR1 antagonist – antagonists of human TAAR1 | Q96RJ0 | CHO RD-HGA16 TAAR1, Fluo-8 calcium fluorescence, antagonist | inhibition, % at 3 µM | hit rate 1.5% among 360,000 | AID 624466;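 active means inhibition above a per-plate cutoff, the mean inhibition of test compounds on that plate plus 3 SD, cut at about 49% in these data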;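 further: 0% = DMSO plus EC80 beta-PEA response and 100% = DMSO alone without agonist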
# Target sequence (Q96RJ0 whole entry, looked up): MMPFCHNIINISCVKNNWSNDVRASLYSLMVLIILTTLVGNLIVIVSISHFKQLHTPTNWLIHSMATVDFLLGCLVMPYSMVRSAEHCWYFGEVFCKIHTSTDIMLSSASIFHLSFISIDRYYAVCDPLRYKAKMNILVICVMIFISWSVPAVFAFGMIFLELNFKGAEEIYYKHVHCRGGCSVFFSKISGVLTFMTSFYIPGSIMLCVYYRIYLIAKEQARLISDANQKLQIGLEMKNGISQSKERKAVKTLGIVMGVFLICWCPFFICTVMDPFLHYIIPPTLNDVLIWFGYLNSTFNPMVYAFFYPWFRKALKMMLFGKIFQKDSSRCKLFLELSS
#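 System: CHO RD-HGA16 cells bearing hTAAR1. Reagent: EC80 β-phenethylamine stimulus. Schedule: seeding 17-24 h prior, 75-min 37 °C, 30-min RT dye loading. Signal: Fluo-8 intracellular calcium dye fluorescence, real-time kinetic reads. Read-out: % inhibition from peak post-agonist over basal fluorescence ratio. Benchmarks: vehicle wells and EC80 agonist wells. Replicates: n of 1.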
# M1 ag parental – counter-screen for M1 agonists: effect in parental CHO-K1 cells. Fluo-8 calcium fluorescence; scaled to maximal ATP response, vehicle zero. hit rate 0.48% among 360,000. activation, % at 3 µM. AID 602248; in the data active means activation above about 15%;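 further: untransfected CHO-K1 host cells lacking M1 receptor as counterscreen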
# CHO parental Ca – signal in parental CHO cells, OX1R antagonist counter-screen | parental CHO-K1, ATP-induced calcium, Fluo-8 fluorescence | inhibition, % at 5.6 µM | hit rate 0.63% among 330,000;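 active means inhibition above that plate's mean sample inhibition plus 3 SD, cut at about 26% in these data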;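 further: 0% = ATP-challenged DMSO wells and 100% = DMSO wells without ATP; some compounds past the cut are filed as inactive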
#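 Assay system – parental CHO cells · Reagent – ATP stimulus · Detection – intracellular calcium via Fluo-8 no-wash fluorescent dye · Evaluation – percent inhibition of ATP-evoked calcium rise, normalized to controls · Controls – ATP wells versus no-ATP DMSO wells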
# TAAR1 agonist – agonists of human TAAR1; CHO RD-HGA16 TAAR1, Fluo-8 calcium fluorescence; vehicle wells 0%, saturating PEA agonist 100%; hit rate 0.99% among 360,000; activation, % at 3 µM; AID 624467;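 active means activation above the mean activation of all test compounds in the run plus 3 SD, cut at about 38% in these data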
#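 System: CHO RD-HGA16 cells carrying human TAAR1 plus Gα16; Incubation: 17-24 h seeding, 75 min 37 °C dye, 30 min RT; Measured by: Fluo-8 fluorescence, 5 s baseline then 140 s kinetic read; Control set: DMSO and PEA EC100; Replication: single well for each compound.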
# Numbers without * were called inactive; / = not tested or not shown. Random draw from the library; overall some 4.2% were active at least once.
item	smiles	CHO-K1 Ca PAM	CHRM1 agonist	CHO-K1 Ca antag	CHRM1 antagonist	OXTR potentiator
1	Cn1c(CN2CCCC2)nc2cc(NC(=O)Nc3ccccc3)ccc21	0	-12	-3	7	-6
2	CC1(C)S/C(=N/N=C/c2ccco2)NC1=O	3	9	-5	-4	-2
3	CCOC(=O)[C@H]1[C@H]2COc3ccc(OC)cc3[C@H]2N2C(=O)CN(Cc3ccccc3)C(=O)[C@@]12C	23	-2	-14	-10	/
4	Cn1cc(C(=O)NC2CCCCCC2)c(=O)c2cc(S(=O)(=O)N3CCCC3)ccc21	11	-8	-8	-13	-10
5	CCOC(=O)N1CCN(Cc2nc(N)nc(Nc3ccc(C)cc3)n2)CC1	23	-2	-11	1	3
6	Cn1c(SCC(=O)NCc2ccc3c(c2)OCO3)nc2scc(-c3cccs3)c2c1=O	-3	0	2	8	-14
7	N#Cc1ccccc1NC(=O)C1CC(=O)N(c2ccc3c4c(cccc24)CC3)C1 (configuration not stated)	16	-9	-12	-2	-1
8	CSc1nc(-c2ccccc2)nc(N2CCN(C)CC2)c1C(C)=O	17	0	-9	-19	-12
9	COc1ccc(OC)c(C2=NNC(=NCc3ccc4c(c3)OCO4)SC2)c1	8	-10	7	-6	-9
10	CC(C)CC(NC(=O)C(CC(C)C)NC(=O)OC(C)(C)C)C(N)=O (configuration not stated)	4	-2	-1	-15	-10

item	TAAR1 antagonist	M1 ag parental	CHO parental Ca	TAAR1 agonist
1	1	0.0	7	4
2	-14	0.1	-6	0
3	-30	1.2	/	2
4	5	0.4	-9	-3
5	-12	-0.3	-19	6
6	13	1.2	-6	8
7	-8	1.2	-9	5
8	1	1.1	-12	3
9	6	5.7	1	6
10	-17	0.8	-2	5

# Additional structures follow.
item	smiles	CHO-K1 Ca PAM	CHRM1 agonist	CHO-K1 Ca antag	CHRM1 antagonist	OXTR potentiator
11	Cc1nn(-c2ccccc2)c(C)c1C(=O)OCC(=O)N1CCN(S(=O)(=O)c2ccccc2)CC1	1	-6	2	-7	-4
12	Oc1ccccc1C1=NCCNC(C(F)(F)F)=C1	5	-5	-3	-1	-3
13	Cc1nnc(NC(=O)Cn2cnc3c2c(=O)n(C)c(=O)n3C)s1	4	-1	9	-1	1
14	CCOC(=O)Cc1c(C)nc(-c2ccccc2)[nH]c1=O	7	-2	-4	-20	-4
15	COCCCNCCCCOc1ccc(Br)cc1C	18	-11	-2	9	-8
16	COC(=O)c1cc2ccsc2n1Cc1cccc(F)c1	0	-4	-1	12	2
17	Cc1noc(C)c1C(=O)OCC(=O)c1cc(C)n(Cc2ccccc2Cl)c1C	9	-6	-5	-2	-21
18	COc1ccc(C(C)(C)C)cc1NC(=O)C1=CC=CN2CCS(=O)(=O)N=C12	-3	-4	-17	-5	-10
19	N#Cc1ccccc1NC(=O)CN1C(=O)NC2(CCCC2)C1=O	-1	-2	-8	-9	-3
20	O=C(NC1(C(F)(F)F)N=C(c2ccccc2)NC1=O)c1ccc(Cl)cc1Cl (configuration not stated)	18	-5	-9	10	-1

item	TAAR1 antagonist	M1 ag parental	CHO parental Ca	TAAR1 agonist
11	13	0.1	-8	10
12	3	0.8	-2	10
13	13	0.1	-5	0
14	-13	0.0	3	6
15	-7	1.1	-11	41*
16	3	-0.2	-32	11
17	29	1.2	23	14
18	23	1.8	-1	14
19	-1	0.5	4	-1
20	13	6.7	-19	6

# (listing goes on)
item	smiles	CHO-K1 Ca PAM	CHRM1 agonist	CHO-K1 Ca antag	CHRM1 antagonist	OXTR potentiator
21	Cc1cn([C@H]2C[C@H](O)[C@@H](/C=C/C(=O)NCc3ccc(N(C)C)cc3)O2)c(=O)[nH]c1=O	-10	-5	9	-18	/
22	CN(CC(=O)N1CCCC1)S(=O)(=O)c1cc(Cl)ccc1Cl	12	-1	-3	3	-2
23	CCc1noc(C)c1C(=O)Nc1cccc2ncccc12	21	0	-13	-16	-8
24	O=C(COC(=O)/C=C/c1ccccc1)NC(=O)NCc1ccccc1	-8	-4	7	0	-3
25	CN(C)c1cccc2c1C(=O)c1ccccc1C2=O	-6	-7	12	2	3
26	COc1ccc(S(=O)(=O)N(C)C)cc1NC(C)C(=O)Nc1cccc(C#N)c1 (configuration not stated)	18	-5	-9	-7	1
27	CCCCn1nnnc1C(c1ccccc1OC(F)(F)F)N1CCN(C/C=C/c2ccccc2)CC1 (configuration not stated)	1	-8	-16	16	/
28	COc1ccc(-c2csc(NC(=O)c3ccccc3S(C)(=O)=O)n2)cc1	2	-2	-12	2	-6
29	COc1ccc(C(CC(=O)c2ccc(O)cc2)S(=O)(=O)c2ccc(C)cc2)cc1 (configuration not stated)	21	-4	-15	-5	-16
30	COc1cc(Br)c(/C=C/c2ccc3cccc(O)c3n2)cc1OC	8	-3	3	5	-13

item	TAAR1 antagonist	M1 ag parental	CHO parental Ca	TAAR1 agonist
21	0	-0.8	/	0
22	4	6.0	-4	3
23	-4	2.4	-6	1
24	-14	4.7	7	2
25	-19	-0.6	-13	-2
26	-13	0.7	-12	2
27	3	-0.2	/	-1
28	23	5.2	-6	11
29	-25	2.4	-11	0
30	6	4.8	-1	-1

# New compounds follow
item	smiles	CHO-K1 Ca PAM	CHRM1 agonist	CHO-K1 Ca antag	CHRM1 antagonist	OXTR potentiator
31	CCc1cc(OCCOCCN(C)C)ccc1Cl	19	-7	-19	-9	-1
32	COc1cc(NC(=O)c2ccc(Br)o2)ccc1NC(=O)C(C)C	14	-3	-6	-3	-7
33	CC12CCC(=O)C=C1CCC1C3CC(O)C(O)(C(=O)CO)C3(C)CC(O)C12F (configuration not stated)	7	-3	-3	-15	/
34	O=C(Nc1nnc(C2CCCCC2)s1)c1cccs1	-5	-1	18	1	-10
35	CCOc1ccc(/C(O)=C2/C(=O)C(=O)N(CCCn3ccnc3)C2c2cccs2)cc1Cl (configuration not stated)	19	-5	-14	-12	-3
36	CC(C(=O)NC1CCCCC1)N1C(=O)c2cccc3cccc1c23 (configuration not stated)	6	-4	-8	8	/
37	CC1=CC(C)(C)n2c(O)c(N=NC(N)=S)c3cc(C)cc1c32	10	-8	1	-3	1
38	Cc1ccc(OCC(=O)N(Cc2ccc(N(C)C)cc2)C2CCS(=O)(=O)C2)cc1 (configuration not stated)	17	-4	-16	0	-5
39	COc1cccc(NC(=O)CN(C)C(=O)c2cccc(S(=O)(=O)N3CCN(c4ccccc4)CC3)c2)c1	-29	2	16	9	-3
40	O=C1COc2ccc(C(=O)NC3CC3)cc2N1	-2	-4	-12	8	-11

item	TAAR1 antagonist	M1 ag parental	CHO parental Ca	TAAR1 agonist
31	-4	1.3	0	6
32	10	0.8	-7	2
33	4	0.4	/	1
34	-15	-0.1	-9	12
35	20	0.3	-5	1
36	-10	0.7	/	0
37	-10	-0.4	-4	3
38	-18	0.8	-14	3
39	-3	3.3	14	6
40	-9	0.6	12	4

# Next section:
item	smiles	CHO-K1 Ca PAM	CHRM1 agonist	CHO-K1 Ca antag	CHRM1 antagonist	OXTR potentiator
41	CCCCN(CCCNC(=O)C1CCCN(S(=O)(=O)CC)C1)Cc1ccccc1 (configuration not stated)	22	-4	-9	-7	-4
42	CCC(C)NC(=S)N1CCN(Cc2ccc3c(c2)OCO3)CC1 (configuration not stated)	21	-12	-3	-12	-4
43	O=C(c1cccc(S(=O)(=O)N2CCc3ccccc32)c1)N1CCOCC1	21	2	-18	-16	-1
44	CCOc1ccc(OCCSc2nc3ccccc3o2)cc1	11	1	-1	3	-17
45	Clc1ccc(C[n+]2cc(-c3ccccc3)n3c2CCC3)cc1	10	-6	-8	1	1
46	COc1ccc(CC(=O)N(C)c2ccccc2)cc1S(=O)(=O)N1CCOCC1	-11	-4	11	-1	/
47	COCC1CCN(Cc2nc(-c3ccc(OC)cc3)no2)CC1	16	4	-10	-7	2
48	Cn1cnnc1SCC(=O)Nc1cccc(S(=O)(=O)N2CCCCCC2)c1	-11	1	-1	0	-8
49	O=C(NCC1CCCO1)c1ccc(S(=O)(=O)N2CCCCC2)cc1 (configuration not stated)	9	-2	-5	-15	-6
50	COCCCn1c(C(=O)NC2CCCCC2C)cc2c(=O)n3cccc(C)c3nc21 (configuration not stated)	16	-3	0	-9	-2

item	TAAR1 antagonist	M1 ag parental	CHO parental Ca	TAAR1 agonist
41	-14	0.4	6	-2
42	5	1.1	-3	3
43	-6	1.1	-14	1
44	-3	0.3	-14	6
45	-29	1.7	0	0
46	4	0.5	/	2
47	-20	4.8	-1	1
48	-1	0.6	0	-1
49	13	0.7	-6	12
50	-17	0.6	-9	0

# Copied from the list.
# Value for `Cn1c(SCC(=O)NCc2ccc3c(c2)OCO3)nc2scc(-c3cccs3)c2c1=O` under TAAR1 antagonist: 13
# Value for `COc1ccc(OC)c(C2=NNC(=NCc3ccc4c(c3)OCO4)SC2)c1` under TAAR1 antagonist: 6
# Value for `CCOc1ccc(/C(O)=C2/C(=O)C(=O)N(CCCn3ccnc3)C2c2cccs2)cc1Cl` (configuration not stated) under CHO-K1 Ca PAM: 19
# Value for `Cc1nnc(NC(=O)Cn2cnc3c2c(=O)n(C)c(=O)n3C)s1` under CHO parental Ca: -5
# Value for `O=C1COc2ccc(C(=O)NC3CC3)cc2N1` under TAAR1 agonist: 4

# Some of these compounds in order of number of heavy atoms, rising:
item	smiles	CHO-K1 Ca PAM	CHRM1 agonist	CHO-K1 Ca antag	CHRM1 antagonist	OXTR potentiator
2	CC1(C)S/C(=N/N=C/c2ccco2)NC1=O	3	9	-5	-4	-2
16	COC(=O)c1cc2ccsc2n1Cc1cccc(F)c1	0	-4	-1	12	2
42	CCC(C)NC(=S)N1CCN(Cc2ccc3c(c2)OCO3)CC1 (configuration not stated)	21	-12	-3	-12	-4

item	TAAR1 antagonist	M1 ag parental	CHO parental Ca	TAAR1 agonist
2	-14	0.1	-6	0
16	3	-0.2	-32	11
42	5	1.1	-3	3

# Next section.
item	smiles	CHO-K1 Ca PAM	CHRM1 agonist	CHO-K1 Ca antag	CHRM1 antagonist	OXTR potentiator
51	O=C(NCC1CCN(Cc2ccccc2F)CC1)Nc1cc(F)ccc1F	15	-7	-7	-8	-13
52	COc1cc(-c2nnn(CC(=O)NC3CCS(=O)(=O)C3)n2)ccc1OCc1ccccc1 (configuration not stated)	19	-3	-2	-4	-12
53	CC1(O)C(=O)c2ccccc2N(c2ccccc2)C1=O (configuration not stated)	15	0	-7	-27	1
54	Nn1c(Cc2cccc3ccccc23)nnc1SCc1c(Cl)cccc1Cl	-9	-3	12	2	-1

item	TAAR1 antagonist	M1 ag parental	CHO parental Ca	TAAR1 agonist
51	-10	4.9	-8	1
52	18	1.3	-5	8
53	0	0.4	-8	20
54	-3	0.1	-15	2

# Source: PubChem BioAssay
